Source: PubChem
mIAP inh = mouse IAP inhibition. hit rate 0.2% among 330,000. purified mouse IAP, CDP-Star luminescence, 30 min. inhibition, % at 10 µM;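 active means inhibition of at least 40% at 10 µM in the primary screen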;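 further: plate controls were DMSO with enzyme for no effect and no enzyme wells for full effect; values of inactives mirror those of a sister screen read the other way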
mIAP act = mouse IAP activation | muIAP, CDP-Star luminescence, 30 min; stronger effect = higher value; 1 = vehicle-only enzyme signal, 0 = enzyme-free wells | hit rate 0.24% among 330,000 | activation factor at 10 µM;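 active means activation factor of at least 2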; further: the source names both 10 and 20 µM as test concentration; values of inactives mirror those of a sister screen read the other way
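also added = chemiluminescent substrate CDP-Star | test system = mouse IAP enzyme | signal = chemiluminescence readout | compound = DMSO-dissolved test compounds | incubation = 30 min at room temperature | benchmarks = DMSO wells, no-enzyme wells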
NLRP3 yeast inh = inhibitors of NALP3 inflammasome in yeast; Yeast reconstituted NLRP3/ASC/caspase-1, beta-gal luminescence, 24 h; inhibition, % at 10 µM; hit rate 0.39% among 330,000;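 active means inhibition of 50% or more; inactive means inhibition below 50%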;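 further: plate controls were induced DMSO wells for no effect and uninduced yeast grown without galactose for full effect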
TIM10 inh = inhibits growth of TIM10 yeast strain. inhibition, % at 10 µM. S. cerevisiae TIM10 strain growth, BacTiter-Glo luminescence, 24 h. hit rate 1.4% among 330,000;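 active means inhibition of 40% or more at the single tested concentration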;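 further: wild-type TIM10 isogenic control strain grown at permissive 25 °C; 0% = DMSO yeast wells and 100% = minimal medium wells without yeast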
Apaf-1 inh = human Apaf-1 inhibition | reconstituted apoptosome caspase-3 activity, DEVD-Rh110 fluorescence | AID 489030 | hit rate 0.71% among 330,000 | O14727 | inhibition, % at 20 µM; active means inhibition of at least 40% at 20 µM;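 further: plate controls were DMSO wells for no effect and DEVD-CHO caspase inhibitor wells for full effect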
Target sequence (O14727 whole entry, looked up): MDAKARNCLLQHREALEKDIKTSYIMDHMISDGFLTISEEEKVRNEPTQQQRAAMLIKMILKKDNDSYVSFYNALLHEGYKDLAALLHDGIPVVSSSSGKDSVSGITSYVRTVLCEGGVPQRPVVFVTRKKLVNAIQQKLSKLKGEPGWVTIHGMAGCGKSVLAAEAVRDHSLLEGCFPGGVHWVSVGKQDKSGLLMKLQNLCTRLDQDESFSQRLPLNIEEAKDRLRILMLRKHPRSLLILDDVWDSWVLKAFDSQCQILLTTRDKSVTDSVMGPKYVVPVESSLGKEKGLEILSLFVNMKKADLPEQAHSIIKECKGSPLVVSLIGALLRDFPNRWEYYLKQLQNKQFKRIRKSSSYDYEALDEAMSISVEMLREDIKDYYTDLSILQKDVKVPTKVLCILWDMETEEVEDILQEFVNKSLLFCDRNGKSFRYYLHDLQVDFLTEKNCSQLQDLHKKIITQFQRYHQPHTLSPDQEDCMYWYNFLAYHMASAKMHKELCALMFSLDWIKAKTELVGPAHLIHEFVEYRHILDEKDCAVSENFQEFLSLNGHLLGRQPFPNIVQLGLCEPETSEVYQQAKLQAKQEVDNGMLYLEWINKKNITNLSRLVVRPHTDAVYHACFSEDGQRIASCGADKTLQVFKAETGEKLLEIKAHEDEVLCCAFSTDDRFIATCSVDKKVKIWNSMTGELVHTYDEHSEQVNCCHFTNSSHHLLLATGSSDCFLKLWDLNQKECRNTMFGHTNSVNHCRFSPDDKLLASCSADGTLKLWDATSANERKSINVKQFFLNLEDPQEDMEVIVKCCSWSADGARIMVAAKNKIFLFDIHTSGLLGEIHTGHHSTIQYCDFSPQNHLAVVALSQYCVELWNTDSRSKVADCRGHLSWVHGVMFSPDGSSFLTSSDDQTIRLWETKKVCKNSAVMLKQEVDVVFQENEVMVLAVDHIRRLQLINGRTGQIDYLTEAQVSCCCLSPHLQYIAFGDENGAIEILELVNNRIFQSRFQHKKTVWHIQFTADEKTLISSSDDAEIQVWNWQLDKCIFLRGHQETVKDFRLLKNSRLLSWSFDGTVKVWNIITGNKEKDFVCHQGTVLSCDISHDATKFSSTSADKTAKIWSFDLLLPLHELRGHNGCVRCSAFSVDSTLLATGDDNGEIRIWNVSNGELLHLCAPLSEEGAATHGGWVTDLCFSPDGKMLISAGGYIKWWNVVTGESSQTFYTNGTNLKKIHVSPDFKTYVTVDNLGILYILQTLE
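Material: reconstituted apoptosome with Apaf-1, cytochrome c, caspase-9, procaspase-3, dATP / Buffer or medium: pH 7.5 Hepes buffer with CHAPS, BSA, DTT / Also added: cytochrome c with DEVD-Rh110 / Schedule: compound with Apaf-1, dATP, procaspase-3 30 min, then 50 min reaction, room temperature / Technique: rhodamine 110 fluorescence at Ex 480/Em 540 nm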
ATG4B inh = ATG4B (human) cysteine protease inhibition; ATG4B cleavage of LC3-PLA2, NBD-HPC fluorescence, 1 h; Q9Y4P1; hit rate 0.51% among 340,000; inhibition, % at 8.33 µM; in the data active means inhibition above about 40%
tim10-1 inh = growth inhibitors of tim10-1 mutant yeast | S. cerevisiae tim10-1 ts strain growth, BacTiter-Glo, 24 h | AID 463190 | hit rate 2.2% among 330,000 | inhibition, % at 20 µM;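 active means inhibition of at least 40%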;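 further: mutant grown at 25 °C; 0% = DMSO wells with yeast and 100% = wells holding no yeast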
hIAP block = blocks human intestinal alkaline phosphatase; hit rate 0.12% among 330,000; purified IAP, CDP-Star luminescence, 30 min; AID 2544; P09923; inhibition, % at 10 µM;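 active means inhibition reaching a set limit with compound at 10 µM in the primary screen, cut at about 35% in these data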;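 further: plate controls were DMSO wells with enzyme for no effect and no-enzyme buffer wells for full effect; values of inactives mirror those of a sister screen read the other way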
hIAP act = increases human intestinal alkaline phosphatase activity; P09923; purified human IAP, CDP-Star luminescence, 30 min; stronger effect = higher value; 1 = vehicle-only enzyme, 0 = enzyme-free background; activation factor at 10 µM; hit rate 0.16% among 330,000; AID 2524;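 active means activation factor of the enzyme at least 2-fold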; further: the source names both 10 and 20 µM as test concentration; values of inactives mirror those of a sister screen read the other way
* marks the source's active call; other numbers are inactive results.

SMILES	mIAP inh	mIAP act	NLRP3 yeast inh	TIM10 inh	Apaf-1 inh	ATG4B inh	tim10-1 inh	hIAP block	hIAP act
CC1(c2ccc(Cl)cc2)NC(=O)N(CC(=O)Nc2cccnc2Cl)C1=O (stereo not given)	5	0.95	13	1	9	2	-21	16	0.84
O=C1c2ccccc2C(=O)N1CC#CCN1CCN(C2CCCCC2)CC1	-10	1.1	12	5	1	1	8	21	0.79
COc1cc(NC(=O)c2cccs2)c(C(=O)OCC(=O)NC(C)c2ccccc2)cc1OC (stereo not given)	10	0.9	22	-5	15	-4	25	3	0.97
Cc1ccc(NC(=O)CN(C)C(=O)c2cccc(S(=O)(=O)N3CCc4ccccc43)c2)cc1	1	0.99	6	11	12	-12	17	-7	1.1
CCOc1cc(C=O)ccc1OCc1cc(=O)n2cc(C)ccc2n1	-2	1	5	-13	-17	-2	8	-6	1.1
Cc1ccccc1C(=O)Nc1nnc(-c2ccncc2)o1	-3	1	8	8	2	0	0	-15	1.2
CCCCNc1ccc(C(CC(N)=O)NC(=O)c2cc(C)cc(C)c2)cc1[N+](=O)[O-] (stereo not given)	-1	1	17	11	11	5	3	12	0.88
Cc1ccc(-c2csc(NC(=O)C[n+]3cc(-c4ccc(C)cc4)n4c3CCC4)n2)cc1	-4	1	10	4	30	-5	-19	-4	1
O=C(COC(=O)Cc1cccc(C(F)(F)F)c1)Nc1cccc2ccccc12	-3	1	-13	5	13	3	-4	-1	1
O=C(COc1ccccc1)Nc1cc(Cl)ccc1Cl	-6	1.1	31	-9	11	-3	0	-12	1.1
Cc1cc(C)cc(NC(=S)N2CCC(NC(=O)c3ccc(F)cc3)CC2)c1	-8	1.1	8	-13	12	-3	-2	5	0.95
O=C(NN=C1CCCCCC1)c1cc(-c2ccccc2)nc2ccccc12	12	0.88	-6	19	-8	14	24	-18	1.2
CCCC1CCc2c(sc(N)c2C(N)=O)C1 (stereo not given)	14	0.86	12	4	1	4	16	18	0.82
O=C(c1c(Cl)nc2sccn12)N1CCCc2ccccc21	5	0.95	14	-5	0	9	9	5	0.95
COc1ccccc1NC(=O)C(C)OC(=O)CCNS(=O)(=O)c1cccc(C(F)(F)F)c1 (stereo not given)	4	0.96	1	3	-1	-11	13	8	0.92
C=C(C)C(=O)Oc1ccc(N2C(=O)[C@@H]3C4C=CC(C4)[C@@H]3C2=O)cc1	2	0.98	13	5	10	2	35	-12	1.1
O=C(Nc1nc2ccc3ccccc3c2s1)c1ccc(N2CCCCC2)c([N+](=O)[O-])c1	7	0.93	12	-10	8	-2	7	9	0.91
COc1ccc(C2CC(c3ccc(OC)cc3)n3nc(NS(C)(=O)=O)nc3N2)cc1 (stereo not given)	1	0.99	-8	-10	-21	14	3	-10	1.1
COc1ccc(-c2cc3ccc(OCC(N)=O)cc3oc2=O)cc1OC	-5	1.1	17	12	13	8	7	3	0.97
Cc1cc(C)nc(SCNC(=O)c2ccc(F)cc2)n1	10	0.9	5	6	-5	0	2	-13	1.1
O=C(CCl)N(c1ccccc1)C1CCCCC1	-14	1.1	-15	0	6	0	15	7	0.93
CCCC(=O)Nc1cc(-c2nn(C)c(=O)c3ccccc23)ccc1OC	6	0.94	11	9	3	3	15	6	0.94
O=C(CCS(=O)(=O)c1ccc(F)cc1)Nc1nnc(-c2ccc(F)cc2)o1	4	0.96	9	-11	1	5	-5	-4	1
Cn1cc(CN2CCCC(C(=O)Nc3ccc(-c4cccc(F)c4)cc3)C2)cn1 (stereo not given)	-1	1	0	14	23	15	13	-2	1
COc1cc2nc(CN3CCC(C(O)(c4ccccc4)c4ccccc4)CC3)[nH]c(=O)c2cc1OC	7	0.93	3	20	10	7	2	-24	1.2
COc1ccc(N2C(=O)[C@@H]3[C@H](C2=O)[C@H](C(C)=O)N2c4ccccc4C=C[C@@H]32)cc1	9	0.91	19	19	4	-2	21	-15	1.1
O=C(Nc1ccccc1)c1ccc(OC(=O)c2ccccc2)cc1	3	0.97	17	-4	-18	1	16	14	0.85
CCOc1ccc(S(=O)(=O)Nc2ccccc2C(=O)N2CCOCC2)cc1	4	0.96	4	-3	-3	5	2	7	0.93
CC(=O)N1CCc2cc(S(=O)(=O)CCC(=O)NCCc3ccc(Cl)cc3)ccc21	0	1	16	-7	-5	-17	18	-21	1.2
COc1cccc(C(=S)N2CCOCC2)c1OS(=O)(=O)c1ccc(Cl)cc1	1	0.99	4	5	15	-3	32	-25	1.2
COc1ccc(NC(=O)c2cccc(NC(=O)c3ccccc3)c2)cc1	-1	1	23	-6	5	-6	7	-4	1
O=C(CSc1cc(Cl)ccc1Cl)NC1CCCC1	-6	1.1	28	-6	4	-10	-20	-1	1
COc1ccc(-c2c3c(nc4sc(C(=O)Nc5cc(C)on5)c(N)c24)CCC3)cc1	-10	1.1	10	22	1	17	26	-7	1.1
Cc1nnc(SC(C)C(=O)Nc2ncc(Cl)cc2Cl)n1Cc1ccccc1 (stereo not given)	8	0.92	14	14	6	-12	15	-10	1.1
CCCn1nc(NC(C)=O)c2cc3cccc(C)c3nc21	-46	1.5	16	15	2	-1	28	-30	1.3
COc1cc(O)c(C(CCN2CCCCC2)c2ccc3c(c2)OCO3)c(OC)c1 (stereo not given)	-7	1.1	22	12	6	-1	5	-4	1
Cc1[nH]c2ccccc2c1C(=O)C(=O)NC1CC1	-1	1	12	6	-13	-4	-11	-4	1
COc1ccc(N2CCN(C(=O)Cn3cnc4c(cnn4-c4ccccc4)c3=O)CC2)cc1	-5	1	0	10	-26	-12	4	0	1
Cc1[nH]n(-c2ccc([N+](=O)[O-])cc2)c(=O)c1C=NCC1CCCO1 (stereo not given)	4	0.96	5	10	-8	-7	15	-4	1
CC(=O)c1cccc(NS(=O)(=O)c2ccc(N/C=C\C(=O)c3ccc(C)cc3)cc2)c1	8	0.92	18	7	-9	-16	-6	10	0.9
Clc1cccc(Cl)c1CO/N=C/c1c(-c2ccccc2)nc2n1CCS2	2	0.98	4	12	19	21	23	4	0.96
CCO[C@H]1OC(C(=O)O)=C[C@@H](C2CCCCC2)[C@@H]1CCCO	0	1	11	-10	1	5	-21	11	0.89
CCOc1ncccc1C(=O)OCC(=O)Nc1ccc2c(c1)OCO2	5	0.95	11	1	-7	-5	-8	16	0.84
O=C(c1ccco1)N1CCC(c2nc3c(nnn3Cc3ccccc3Cl)c(=O)[nH]2)CC1	4	0.96	12	5	11	-7	-13	3	0.97
Cc1ccc2nc(SCC(=O)c3ccc4c(c3)NC(=O)CO4)[nH]c2c1	-7	1.1	-6	8	6	-18	26	10	0.9
CCn1c(SCC(=O)O)nnc1-c1ccccc1OC	-14	1.1	9	-14	-1	-1	3	-7	1.1
CCN1CCN(C(=O)C2CCC(=O)N(Cc3cccc(C(F)(F)F)c3)C2)CC1 (stereo not given)	6	0.94	22	0	-3	4	-3	-1	1
Cc1ccc(NC(=O)CN(C)C(=O)c2cccnc2Nc2cccc(C(F)(F)F)c2)cc1	-4	1	27	-33	26	-11	15	10	0.91
C=CCn1c(SCC(=O)N2CCOCC2)nnc1C(C)NC(=O)c1ccccc1 (stereo not given)	5	0.95	4	15	0	-4	4	-1	1
COC(=O)c1ccc(NC(=O)C(=O)c2cccn2C)cc1	-2	1	32	17	2	-2	22	7	0.93
CN(C(=O)Cn1nnc2ccccc2c1=O)C1CCCCC1	-5	1	23	5	-3	-5	7	-5	1
O=C1CCC([N+](=O)[O-])C(c2ccccc2Br)N1 (stereo not given)	-3	1	3	-10	2	-1	-13	-2	1
COC(=O)Cn1c(N2CCCC2)nc2c1c(=O)n(C)c(=O)n2C	1	0.99	19	-1	-6	-6	1	-9	1.1
C#CCOc1ccc(OC)cc1C(c1c(C)[nH][nH]c1=O)c1c(C)[nH][nH]c1=O	2	0.97	22	10	2	0	2	2	0.98
CN1CCN(C(=O)c2ccc(COc3ccc(C(C)(C)C)cc3)o2)CC1	-1	1	13	-8	5	-6	15	3	0.97
COc1ccc(OC)c(S(=O)(=O)NC2CC(=O)N(c3cccc(F)c3)C2)c1 (stereo not given)	-3	1	5	-9	3	-6	2	2	0.97
Cc1ccc2c(c1)/C(=C/c1ccccc1F)C(=O)N2	11	0.89	29	34	12	1	27	14	0.86
O=C(NC(=S)NCc1cccnc1)c1cc2ccccc2o1	8	0.92	36	15	4	1	13	3	0.97
CCn1c(SCC(=O)Nc2ccc(F)cc2)nnc1-c1cnccn1	-2	1	12	-14	8	-3	-3	0	1
CC(=O)N(C)c1ccc(OCC(O)Cn2c(C)nc3ccccc32)cc1 (stereo not given)	-7	1.1	0	-1	-6	-12	9	10	0.91

Random excerpt: 3 records from the list.
SMILES	mIAP inh	mIAP act	NLRP3 yeast inh	TIM10 inh	Apaf-1 inh	ATG4B inh	tim10-1 inh	hIAP block	hIAP act
COc1ccc(-c2c3c(nc4sc(C(=O)Nc5cc(C)on5)c(N)c24)CCC3)cc1	-10	1.1	10	22	1	17	26	-7	1.1
CN1CCN(C(=O)c2ccc(COc3ccc(C(C)(C)C)cc3)o2)CC1	-1	1	13	-8	5	-6	15	3	0.97
Cc1ccc2nc(SCC(=O)c3ccc4c(c3)NC(=O)CO4)[nH]c2c1	-7	1.1	-6	8	6	-18	26	10	0.9

Remaining list, next part:
SMILES	mIAP inh	mIAP act	NLRP3 yeast inh	TIM10 inh	Apaf-1 inh	ATG4B inh	tim10-1 inh	hIAP block	hIAP act
Cc1cc(F)ccc1S(=O)(=O)Nc1ccccc1C(=O)Nc1ccccc1N1CCOCC1	3	0.97	11	26	6	-3	30	9	0.91
O=[N+]([O-])c1ccccc1CNCCO	-7	1.1	13	-1	3	4	1	11	0.89
COc1ccc(Cc2nc3ccc(C(=O)NC4CCOC4)cc3o2)cc1 (stereo not given)	-2	1	17	-8	-7	-4	15	-7	1.1
CCCCCCCCC(=O)O	-11	1.1	8	12	5	-7	45*	-14	1.1
COC(=O)c1sc(-c2ccc(C(C)(C)C)cc2)cc1NC(=O)CCC(=O)O	-2	1	13	-18	35	20	40	6	0.94
COc1ccc2[nH]c(C)c(CCN3C(=O)C4C5C=CC(C5)C4C3=O)c2c1 (stereo not given)	-4	1	3	-8	-2	-5	2	-12	1.1
O=C(/C=C/c1ccccc1Cl)c1cccnc1	1	0.99	-14	4	11	5	29	4	0.96
COc1ccc(NC(=O)C2CCN(C(=O)c3cccs3)CC2)cc1	-5	1.1	8	5	-8	-8	17	13	0.87
C/C(=N\NC(=O)c1cc(-c2cccc(OC(C)C)c2)nc2ccccc12)c1cccnc1	8	0.92	15	4	19	-12	6	-6	1.1
COc1ccc(C(c2nnnn2Cc2cccs2)N2CCC(C(N)=O)CC2)c(OC)c1 (stereo not given)	-3	1	-4	2	6	-13	4	12	0.88
CC(=O)Nc1ccc(NC(=O)c2cccc3c2-c2ccccc2C3=O)cc1	4	0.96	19	5	1	-5	-19	-2	1
Cc1cccc(N(Cc2ccccc2)C(=O)c2cccc(S(=O)(=O)N3CC(C)OC(C)C3)c2)c1 (stereo not given)	-2	1	9	31	24	-3	23	-3	1
CCOc1ccc(C=NNc2ccc(S(=O)(=O)Nc3ccccc3C(=O)O)cc2[N+](=O)[O-])cc1OC	27	0.73	26	8	6	7	12	-8	1.1
